All columns: NCI-60 one-dose screen, growth in % after 48 h at 10 µM unless noted; 100 = growth as untreated, 0 = no growth, -100 = all killed.
CCRF-CEM = CCRF-CEM leukemia | 77,000 compounds, 7% hits
EKVX = EKVX NSCLC | 71,000 compounds, 3% hits | AID 1794765
A549/ATCC = A549/ATCC NSCLC | 81,000 compounds, 3.7% hits
MOLT-4 = MOLT-4 leukemia cells. 80,000 compounds, 6.9% hits
M14 = M14 melanoma | 80,000 compounds, 6.2% hits | AID 1794745
HOP-62 = HOP-62 NSCLC; 80,000 compounds, 3.9% hits
HOP-92 = HOP-92 NSCLC cells; 71,000 compounds, 6.3% hits; AID 1794738
RPMI-8226 = RPMI-8226 leukemia cells; 77,000 compounds, 7.5% hits
An asterisk follows results filed as active; & = joins results of further samples; ! = repeats disagree. The calls were made as follows: active = growth percent below 10; inactive = the rest.

Results for N=c1oc2ccccc2cc1C(=O)Nc1cc(-c2ccccc2)nn1-c1ccccc1 ?
CCRF-CEM: 105; EKVX: 95; A549/ATCC: 104; MOLT-4: 101; M14: 96; HOP-62: 91; HOP-92: 90; RPMI-8226: 109

What do the screens show for `O=C1C(=O)N(Cc2ccc(-c3ccccc3)cc2)c2ccc(OC(F)(F)F)cc21`?
CCRF-CEM: 9.7*; EKVX: 94; A549/ATCC: 93; MOLT-4: 30; M14: 45; HOP-62: 37; HOP-92: 61; RPMI-8226: -5.6*

What do the screens show for `CC/C=C/N1CCCC1`?
CCRF-CEM: 67; EKVX: 89; A549/ATCC: 94; MOLT-4: 130; M14: 117; HOP-62: 100; HOP-92: 69; RPMI-8226: 98

How did CN(C)c1ccc(/C=N/NC(=O)c2ccccc2Nc2cccc(C(F)(F)F)c2)cc1 do in these assays?
CCRF-CEM: 53; EKVX: 82; MOLT-4: 77; M14: 105; HOP-62: 80; HOP-92: 73; RPMI-8226: 77

How did COc1ccc(-c2cn(-c3ccc(Cl)cc3)c(SCC(=O)c3ccc(C)cc3)n2)cc1 do in these assays?
CCRF-CEM: 80; EKVX: 103; A549/ATCC: 98; MOLT-4: 85; M14: 97; HOP-62: 77; HOP-92: 75; RPMI-8226: 92

What do the screens show for `NS(=O)(=O)c1ccc(CCn2c(SCC(=O)Nc3ccccc3)nc3ccccc3c2=O)cc1`?
CCRF-CEM: 91; EKVX: 94; A549/ATCC: 99; MOLT-4: 91; M14: 103; HOP-62: 99; HOP-92: 98; RPMI-8226: 91

How did CC(C)(C)C1Sc2nc3ccccc3n2C1=O (centres undefined) do in these assays?
CCRF-CEM: 98; A549/ATCC: 101; MOLT-4: 93; M14: 95; HOP-62: 101; RPMI-8226: 103

How did O=C(C[n+]1ccc(/C=C/c2ccncc2)cc1)c1ccc(Br)cc1 do in these assays?
CCRF-CEM: 84; EKVX: 83; A549/ATCC: 89; MOLT-4: 90; M14: 92; HOP-62: 97; HOP-92: 64; RPMI-8226: 81

Results for O=C(O)c1ccc(-n2cc(CNc3cc(Cl)cc(C(F)(F)F)c3)c(-c3ccc(F)cc3)n2)cc1 ?
CCRF-CEM: 95; EKVX: 98; A549/ATCC: 105; MOLT-4: 92; M14: 94; HOP-62: 101; HOP-92: 104; RPMI-8226: 101

How did N#Cc1c(Nc2ccc(Br)cc2)n[nH]c1-c1cccs1 do in these assays?
CCRF-CEM: 93; EKVX: 78; A549/ATCC: 101; MOLT-4: 83; M14: 84; HOP-62: 97; HOP-92: 78; RPMI-8226: 86

What do the screens show for `COC(=O)/C=C1\Sc2cc(F)ccc2NC1=O`?
CCRF-CEM: 88; EKVX: 88; A549/ATCC: 96; MOLT-4: 92; M14: 93; HOP-62: 97; HOP-92: 82; RPMI-8226: 92

Results for COc1cc2cc(NC(=O)c3ccc(NCc4cnn(C)c4C)cc3)nc(C)c2cc1OC ?
CCRF-CEM: 57; EKVX: 90; A549/ATCC: 83; MOLT-4: 53; M14: 68; HOP-62: 64; HOP-92: 88; RPMI-8226: 25

How did COc1cc(-c2cc(C(=O)Nc3nc4ccc(F)cc4s3)nc3cc(-c4ccccc4)nn23)cc(OC)c1OC do in these assays?
CCRF-CEM: 87; EKVX: 100; A549/ATCC: 105; MOLT-4: 94; M14: 125; HOP-62: 63; RPMI-8226: 99

Results for CC(=O)Oc1cc2c(cc1Br)OCO2 ?
CCRF-CEM: 70; EKVX: 98; A549/ATCC: 63; MOLT-4: 94; M14: 84; HOP-62: 97; HOP-92: 83

How did Cc1cccc(-c2nc(Nc3cccc(S(N)(=O)=O)c3)c3ccccc3n2)c1 do in these assays?
CCRF-CEM: 32; EKVX: 45; A549/ATCC: 36; MOLT-4: 28; M14: 54; HOP-62: 80; RPMI-8226: 38

How did CCN(CC)CCc1nc(-c2ccccc2)no1 do in these assays?
CCRF-CEM: 91&44; EKVX: 98&91; A549/ATCC: 103&97; MOLT-4: 101; M14: 98&88; HOP-62: 99&65; HOP-92: 109&81; RPMI-8226: 99&61

What do the screens show for `COc1ccc(/C=C(/CC(=O)c2ccc(Cl)c(Cl)c2)C(=O)NN)cc1`?
CCRF-CEM: 89; EKVX: 80; A549/ATCC: 65; MOLT-4: 66; M14: 81; HOP-62: 85; HOP-92: 86; RPMI-8226: 78

What do the screens show for `COc1cc(/C=N/NC(=O)c2ccc3nc(-c4ccc(Cl)cc4)[nH]c3c2)cc(OC)c1OC`?
CCRF-CEM: -4.4*!; EKVX: 9.2*!; A549/ATCC: 29&86; MOLT-4: 4.0*!; M14: -28*!; HOP-62: -78*!; HOP-92: -65*!; RPMI-8226: -24*!

Results for COc1cc(-c2nn(-c3ccccc3)cc2-c2ccnc(NCCNS(=O)(=O)c3ccccc3)n2)ccc1Cl ?
EKVX: 79; A549/ATCC: 57; MOLT-4: 70; M14: 93

What do the screens show for `O=C(O)c1ccccc1C(=O)OC1CC2CCC1C2` (centres undefined)?
CCRF-CEM: 96&106; EKVX: 105; A549/ATCC: 103&102; MOLT-4: 87&88; M14: 101&115; HOP-62: 103&99; HOP-92: 108&131; RPMI-8226: 93&109

What do the screens show for `C/C=C1\OC(n2cnc3c(N)ncnc32)C(O)C1O` (centres undefined)?
A549/ATCC: 100; MOLT-4: 99; M14: 101; HOP-62: 91; RPMI-8226: 98

Results for COc1cnc2c(c1)C(=O)c1c-2n(CCCNC2=NCCS2)c(=O)c2cc(F)ccc12 ?
CCRF-CEM: 0.9*; EKVX: 67; A549/ATCC: 9.3*; MOLT-4: 0.1*; M14: 6.0*; HOP-62: 11; HOP-92: 51; RPMI-8226: -14*

What do the screens show for `CCCCC[C@@H](O)c1ccccc1[C@@H]1O[C@@H](CCC(=O)OC)[C@H](O)[C@H]1I`?
CCRF-CEM: 62; EKVX: 85; A549/ATCC: 90; MOLT-4: 68; M14: 97; HOP-62: 100; HOP-92: 67; RPMI-8226: 61

What do the screens show for `CC(=O)n1cc(-c2cc3cc(Cl)cc(Cl)c3oc2=O)c2ccccc21`?
CCRF-CEM: 101; EKVX: 105; A549/ATCC: 106; MOLT-4: 102; M14: 96; HOP-62: 99; HOP-92: 98; RPMI-8226: 104

How did OC(CCCN1CCCCC1)(c1ccccc1)c1ccccc1 do in these assays?
CCRF-CEM: 105; EKVX: 99; A549/ATCC: 78; MOLT-4: 85; M14: 101; HOP-62: 83; HOP-92: 98; RPMI-8226: 106

How did Nc1nc(-c2cccc3ccccc23)cc2ccccc12 do in these assays?
CCRF-CEM: 29; EKVX: 46; A549/ATCC: 29; MOLT-4: -3.3*; M14: -29*; HOP-62: 14; HOP-92: 19; RPMI-8226: 4.4*

What do the screens show for `CCc1c(C(=O)NC2c3cc(Cl)ccc3CCC2O)[nH]c(C)c1C(C)=O` (centres undefined)?
CCRF-CEM: 42; EKVX: 86; A549/ATCC: 38; MOLT-4: 24; M14: 64; HOP-62: 48; HOP-92: 82; RPMI-8226: 41

How did CN1CCN(CCNC(=O)Nc2ncccc2OCc2ccccc2Cl)CC1 do in these assays?
CCRF-CEM: 38; EKVX: 94; A549/ATCC: 93; MOLT-4: 97; M14: 87; HOP-62: 102; HOP-92: 68; RPMI-8226: 89

How did Cc1cc(C)c(N)c(S(=O)(=O)O)c1 do in these assays?
CCRF-CEM: 86; EKVX: 101; A549/ATCC: 114; MOLT-4: 113; HOP-62: 92; HOP-92: 99; RPMI-8226: 92

What do the screens show for `COc1ccc(CN2CC3CC3(COc3nc(C)cs3)C2)cc1F` (centres undefined)?
CCRF-CEM: 93; EKVX: 94; A549/ATCC: 103; MOLT-4: 98; M14: 104; HOP-62: 93; RPMI-8226: 98

How did O=C1Nc2cc(Cl)ccc2/C1=C/c1cccc(OCc2ccccc2)c1 do in these assays?
CCRF-CEM: 0.2*; EKVX: 11; A549/ATCC: 6.0*; MOLT-4: 5.6*; M14: -18*; HOP-62: 0.8*; HOP-92: -6.9*; RPMI-8226: -35*

Results for COc1cccc(COc2ccc(Nc3ncnc4onc(-c5ccccc5)c34)cc2)c1 ?
CCRF-CEM: 93; EKVX: 99; A549/ATCC: 83; MOLT-4: 90; M14: 98; HOP-62: 105; HOP-92: 104; RPMI-8226: 83

What do the screens show for `C=CN(C(=O)N1CCN(c2cc3c(cc2F)c(=O)c(C(=O)O)cn3C2CC2)CC1)c1nc(-c2ccc(OC)cc2)cs1`?
CCRF-CEM: 8.2*; EKVX: 24; A549/ATCC: 17; MOLT-4: 18; M14: 32; HOP-62: 18; HOP-92: -14*; RPMI-8226: -6.1*

How did COc1ccc([I+]c2ccc(OC)cc2)cc1 do in these assays?
CCRF-CEM: 49&72; EKVX: 51; A549/ATCC: 49&89; MOLT-4: 61&67; M14: 67&91; HOP-62: 35&61; HOP-92: 41; RPMI-8226: 33&56

How did O=C(Oc1cccc(F)c1OC(=O)c1cccc(O)c1)c1cccc(O)c1 do in these assays?
CCRF-CEM: 29; EKVX: 80; A549/ATCC: 51; MOLT-4: 47; M14: 53; HOP-62: 51; HOP-92: 66; RPMI-8226: 62

How did COc1cccc2c1c1c(n2CC(=O)NCCN(C)C)-c2ccccc2C1=O do in these assays?
CCRF-CEM: 74; EKVX: 108; A549/ATCC: 101; MOLT-4: 91; M14: 99; HOP-62: 93; HOP-92: 74; RPMI-8226: 82

How did O=C(CCl)Nc1ccc(C(=O)/C=C/c2cc3ccccc3nc2Cl)cc1 do in these assays?
CCRF-CEM: 5.7*; EKVX: -5.7*!; A549/ATCC: 61&72; MOLT-4: -46*!; M14: -62*!; HOP-62: -8.1*!; HOP-92: 65&47; RPMI-8226: -37*!

What do the screens show for `N#C/C(=N\Nc1ccccc1Cl)C(=O)C1CC1`?
CCRF-CEM: 69; EKVX: 81; A549/ATCC: 79; MOLT-4: 105; M14: 101; HOP-62: 91; HOP-92: 88; RPMI-8226: 88

What do the screens show for `Cc1c(C(C)(C)O)cn2ncnc(Oc3ccc(NC(=O)NCCN4CCOCC4)c(Cl)c3)c12`?
CCRF-CEM: 98; EKVX: 94; A549/ATCC: 94; MOLT-4: 111; M14: 106; HOP-62: 99; HOP-92: 96

Results for OC(c1ccc(Cl)cc1)(c1ccc(Cl)cc1)C(O)(c1ccc(Cl)cc1)c1ccc(Cl)cc1 ?
CCRF-CEM: 33; EKVX: 49; A549/ATCC: 45; MOLT-4: 23; M14: 36; HOP-62: 65; HOP-92: 25; RPMI-8226: 31

Results for CC(O)C(=O)O (centres undefined) ?
CCRF-CEM: 94&107; EKVX: 110; A549/ATCC: 95&108; MOLT-4: 104&100; M14: 126&111; HOP-62: 111&99; HOP-92: 113; RPMI-8226: 103

How did O=C(Cc1nc2ccc(Cl)cc2[nH]c1=O)c1ccncc1 do in these assays?
CCRF-CEM: 29; EKVX: 54; A549/ATCC: 72; MOLT-4: 23; M14: 65; HOP-62: 100; HOP-92: 76; RPMI-8226: 39
